Runt-SMMHC FRET – inhibitors of RUNX1 Runt–CBFb-SMMHC binding, primary screen, biochemical, FRET, Cerulean-Runt, Venus-CBFb-SMMHC, uHTS | Cerulean-Runt/Venus-CBFb-SMMHC FRET ratio 530/480, 1 h | AID 1434, 2008 | 220,000 compounds, 0.74% hits | inhibition, % at 20 µM;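 active means mean inhibition across duplicate retests at 20 µM reaching about 50%, limit read from the data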;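 further: 0% = DMSO wells and 100% = wells with excess untagged CBFb-SMMHC; inhibitors lower the FRET ratio by blocking Runt binding to CBFb-SMMHC; some results filed as inactive read as strong as hits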
Target sequence (Q01196 whole entry, looked up): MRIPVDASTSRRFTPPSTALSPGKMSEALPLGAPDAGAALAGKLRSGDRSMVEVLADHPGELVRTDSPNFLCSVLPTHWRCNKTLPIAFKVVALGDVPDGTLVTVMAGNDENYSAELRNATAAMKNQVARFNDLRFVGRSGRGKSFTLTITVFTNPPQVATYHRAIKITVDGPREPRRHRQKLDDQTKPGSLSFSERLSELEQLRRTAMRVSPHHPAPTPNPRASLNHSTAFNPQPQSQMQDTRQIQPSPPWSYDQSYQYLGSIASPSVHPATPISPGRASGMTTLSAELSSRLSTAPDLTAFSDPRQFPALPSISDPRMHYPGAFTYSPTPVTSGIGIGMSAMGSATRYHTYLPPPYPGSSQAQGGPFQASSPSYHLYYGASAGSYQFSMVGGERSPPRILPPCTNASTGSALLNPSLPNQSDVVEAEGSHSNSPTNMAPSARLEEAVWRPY
Target sequence (Q13951 whole entry, looked up): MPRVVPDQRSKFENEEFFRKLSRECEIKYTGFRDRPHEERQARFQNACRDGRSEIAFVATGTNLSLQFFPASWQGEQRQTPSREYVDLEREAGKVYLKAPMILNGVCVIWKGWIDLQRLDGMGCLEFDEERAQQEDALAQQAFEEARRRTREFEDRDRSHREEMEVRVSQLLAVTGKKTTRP
Hck Nef HTS – inhibitors of Nef-activated human Hck kinase, primary screen, biochemical, Z-Lyte FRET, 384-well, Hck-YEEI; Recombinant Hck-YEEI plus Nef, Z-Lyte FRET kinase assay; inhibition, % at 20 µM; AID 463187, 2010; Tyrosine-protein kinase HCK (Homo sapiens), P08631; 220,000 compounds, 0.68% hits;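 active means Hck-Nef kinase inhibition above about 50%, limit read from the data; inactive means inhibition below that limit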;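 further: 0% = DMSO with Hck plus Nef and 100% = Hck alone without Nef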
zVAD death inh – inhibitors of zVAD-triggered necroptosis, primary screen, L929 cells | viability rescue, % at 10 µM | L929 zVAD necroptosis rescue, ATP luminescence, 24 h; with zVAD 60 µM | 220,000 compounds, 0.38% hits;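 active means activation, scaled between plate controls, above about 75%, limit read from the data; inactive means activation under that limit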;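 further: 0% = zVAD with DMSO and 100% = DMSO alone without zVAD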
MDM2 E3 inh – MDM2-luciferase reporter signal enhancers, primary screen, MDM2 E3 ligase inhibitor project, cell-based, luminescence, 1536-well. AID 1230, 2008. 210,000 compounds, 0.11% hits. E3 ubiquitin-protein ligase Mdm2 (Homo sapiens), Q00987. signal enhancement, % at 5 µM. cell-based MDM2 ubiquitination luciferase reporter, 2 h; 0 = plate control, 100 = twice control, blank-subtracted;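 active means signal enhancement of 30% or more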;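 further: luminescence tracks abundance of the self-degrading MDM2-luciferase fusion protein; higher signal means inhibition of MDM2 E3 ligase activity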
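Assay system: mammalian cells stably expressing self-ubiquitinating, self-degrading MDM2 E3–luciferase fusion. Quantity: 2000 cells in each well. Medium: DMEM culture medium. Compound dosing: single-point 5 µM. Timing: cell settling 4 h, compound treatment 2 h, both 37 °C. Technique: luciferase luminescence. Read-out basis: percent signal gain over controls, blank-subtracted. Benchmarks: plate controls and plate blanks.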
Tb hexokinase – Trypanosoma brucei hexokinase 1 inhibitors, primary screen, biochemical, G6PDH-coupled NADH absorbance, MLSCN library | 220,000 compounds, 0.11% hits | hexokinase 1 [Trypanosoma brucei] | recombinant TbHK1, G6PDH-coupled NADH A340 | inhibition, % at 10 µM;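 active means inhibition of 50% or more in the single-dose primary screen; inactive means inhibition below 50%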
14-3-3 Bad PPI – inhibitors of 14-3-3 zeta/Bad binding, primary screen, biochemical, TR-FRET, bovine 14-3-3 zeta; 14-3-3 protein zeta/delta (Bos taurus), P63103; TR-FRET 14-3-3zeta/Dy647-pBad peptide displacement, 1 h; inhibition, % at 21.7 µM; 220,000 compounds, 0.71% hits;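 active means inhibition above about 70%, limit read from the data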;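 further: 0% = full 14-3-3 plus peptide FRET controls and 100% = background without 14-3-3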
EBV gp42 block – Epstein-Barr virus gp42 inhibitors, primary screen, biochemical, uHTS, fluorescence polarization; 220,000 compounds, 0.42% hits; AID 1085, 2008; Fluorescence polarization binding assay, mP read-out; inhibition, % (tested at 21.74 µM); in the data active means inhibition above about 50%
Runt-CBFb FRET – inhibitors of RUNX1 Runt–CBFb binding, primary screen, biochemical, FRET, Cerulean-Runt, Venus-CBFb, uHTS. Runt-related transcription factor 1 (Homo sapiens) + Core-binding factor subunit beta …. Cerulean-Runt/Venus-CBFb FRET ratio 530/480, 1 h. inhibition, % at 20 µM. 220,000 compounds, 0.46% hits;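 active means inhibition over about 50% at 20 µM in the single-dose screen, limit read from the data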;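 further: 0% = DMSO wells and 100% = excess unlabeled CBFb competitor control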
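Assay system: Cerulean-Runt domain fusion protein, energy donor; Signal: fluorescence energy transfer, 422 nm excitation, 530/480 nm emission; Timing: 1 h compound exposure, room temperature; Control set: unlabeled CBFb; Medium: Tris buffer pH 7.5 with salts and BSA; Compound: single test concentration of 20 µM, 1% DMSO final; Probe or stimulus: Venus-CBFb 100 nM.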
NCF1 inh – p47phox/p22phox peptide binding inhibitors, primary screen, biochemical, uHTS, NADPH oxidase regulatory subunit; Neutrophil cytosol factor 1 (Homo sapiens), P14598; fluorescence polarization, 2 h; inhibition, % at 24.7 µM; 220,000 compounds, 0.53% hits;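 active means inhibition above about 30%, limit read from the data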;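 further: 0% = p47phox with labelled peptide and 100% = labelled peptide alone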
Target sequence (P14598 whole entry, looked up): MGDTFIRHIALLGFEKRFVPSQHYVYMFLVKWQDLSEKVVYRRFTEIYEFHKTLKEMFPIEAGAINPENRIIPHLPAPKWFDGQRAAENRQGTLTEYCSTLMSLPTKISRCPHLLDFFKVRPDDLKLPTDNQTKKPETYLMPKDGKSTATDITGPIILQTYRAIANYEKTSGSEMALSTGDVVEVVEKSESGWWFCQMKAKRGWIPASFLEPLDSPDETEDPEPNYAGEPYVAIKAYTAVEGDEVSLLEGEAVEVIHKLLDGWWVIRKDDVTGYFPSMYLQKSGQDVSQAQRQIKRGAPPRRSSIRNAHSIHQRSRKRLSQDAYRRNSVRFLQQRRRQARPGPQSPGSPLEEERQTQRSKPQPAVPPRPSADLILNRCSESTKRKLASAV
Starred values were filed as active, the others as inactive; nt = no result given; [ ] = dose if it differs, or a comment.

SMILES	Runt-SMMHC FRET	Hck Nef HTS	zVAD death inh	MDM2 E3 inh	Tb hexokinase	14-3-3 Bad PPI	EBV gp42 block	Runt-CBFb FRET	NCF1 inh
COC(=O)c1ccc(COc2ccc(/C=N/NC(N)=S)cc2)o1	-4	-5	-1.0	-17	-24	-3	-2	2	-7
CC1CN(C)C(C)c2c1oc1ccc(N)cc21 (stereo not given)	-1	19	-1.0	-19	10	4	-14	1	3
O=C(O)c1ccccc1NC(=S)NC(=O)c1cccc2ccccc12	0	6	4.3	-4	-8	-2	5	6	2
COC(=O)c1c(F)c(F)c(N2CCOCC2)c(F)c1F	4	-1	0.5	-9	1	-8[fluorescence artefact?]	-21	1	13
CCN(CC)Cc1c(CC(C)C)oc(C)c1C(=O)O	-4	0	0.2	-16	-4	65[fluorescence artefact?]	-7	3	2
c1ccc2nc3c(cc2c1)CCCCC3	-7	22	0.7	nt	-1	6	-8	1	-3
COC(=O)c1sccc1NC(=S)N(C)C1CCCCC1	2	-3	0.4	-13	8	-3	10	0	-6
CC1(C)CC(=O)C2=C(C1)NC(=O)CC2c1cc2c(cc1Br)OCO2 (stereo not given)	1	3	-0.4	-11	1	12[fluorescence artefact?]	-8	0	-6
O=C(CSc1ccc2nnc(-c3cccnc3)n2n1)NCC1CCCO1 (stereo not given)	-6	-2	1.4	-5	-6	-2[fluorescence artefact?]	-11	nt	-5
Cc1cnc(NC(=O)CSc2c(Cl)cccc2Cl)s1	-5	-20	0.8	-8	1	11[fluorescence artefact?]	-36	-1	-14
COc1cc(OC)cc(C(=O)Nc2ccccc2NC(C)=O)c1	18	3	-0.2	-6	18	6[fluorescence artefact?]	-17	1	-11
CCCCNC(=S)N(C)/N=C/c1ccccc1C(=O)O	-2	2	0.4	2	-19	12	-15	1	-55
COC(=O)c1ccc(COc2ccc(C3C4=C(CCCC4=O)Nc4onc(C)c43)cc2)cc1 (stereo not given)	-6	1	0.0	-4	-4	-6	-9	-6	-17
CCCCC(CC)C(=O)NCC(C)NC(=O)C(CC)CCCC (stereo not given)	0	3	0.6	-5	31	-2	-2	-5	-10
COc1ccccc1CNC(=O)C/C(C)=N/NC(=O)COc1ccc(C)cc1Br	2	4	0.4	1	-2	2[fluorescence artefact?]	-5	-5	-5
CCN(CC(=O)NCc1ccccn1)S(=O)(=O)c1ccc(Cl)cc1	-8	0	-0.3	-3	5	-8	2	3	2
Cc1cc(N/N=C/c2ccccc2F)nc(NCc2ccccc2)n1	0	23	0.7	-4	-26	-10	3	1	-17
Cc1nc(-c2ccc(S(=O)(=O)Oc3ccccc3Cl)s2)cs1	-5	33	-0.1	-4	3	-10	2	0	-2
COc1ccc(OCc2nnc(SCc3ccc(C(=O)O)cc3)o2)cc1	2	19	5.7	-3	-3	-6	-15	1	-8
CC(C)(C)C1CCC(=NNC(=O)CN(c2ccccc2)S(=O)(=O)c2ccccc2[N+](=O)[O-])CC1 (stereo not given)	-4	-11	nt	-5	1	-4	-9	-2	-2
CCN(CCn1cccn1)Cc1c(C(=O)N2C[C@@H](C)O[C@@H](C)C2)nc2ccc(Cl)cn12	3	29	1.4	9	4	-2	5	0	-3
CC1(C)C/C(=N\O)c2cc3c(nc2C1)CCCC3	-6	3	1.8	-17	1	-10	-9	-1	-13
COc1ccc(NS(=O)(=O)CC23CCC(CC2=O)C3(C)C)cc1 (stereo not given)	-7	2	0.5	11	2	-1	-22	-2	1
CC(C)CNC(=O)COC(=O)Cc1ccc(Cl)cc1	0	-54	2.8	-8	1	-1	-1	-1	-3
CN(Cc1ccccc1)c1ncnc(N)c1[N+](=O)[O-]	3	27	1.8	8	-15	-10	6	0	-5
O=C1CC(O)(c2ccccc2)C(c2ccccc2)=C1c1ccccc1 (stereo not given)	-1	9	0.0	nt	4	5[fluorescence artefact?]	0	-2	-13
Cc1cc(C)c(NC(=O)CCCN2CCOCC2)c(C)c1	-2	16	0.0	-1	4	-4	-17	0	-1
O=C(Cc1ccccc1)n1nc(-c2ccco2)nc1SCc1ccccc1	-1	3	0.0	-12	-6	-6[fluorescence artefact?]	10	1	-27
COc1ccc(NC2CC(=O)N(CCc3ccccc3)C2=O)cc1 (stereo not given)	4	-4	0.0	-6	11	0	-1	-2	-2
O=C(Nc1ccc(O)c2c(=O)cc(-c3ccccc3Cl)oc12)c1cccs1	-1	23	0.7	13	-11	5	-25	-1	0
COc1ccc2[nH]c(=O)c(CN(C(=O)c3ccccn3)C3CCCCC3)cc2c1	0	0	-0.3	-5	-12	2[fluorescence artefact?]	6	1	6
CCOC(=O)c1sc(NC(=O)c2ccc(Br)o2)cc1C	-4	1	1.8	-5	-23	-5	0	0	-14
O=C(O)c1ccc(COc2ccccc2/C=C2\NC(=O)N(Cc3ccccc3)C2=O)cc1	-2	18	-0.6	-9	-19	5	-17	-4	-21
O=C(CCc1ccccc1)NNC(=O)Cc1ccccc1	-1	12	4.2	-4	-5	-9	-6	2	3
Cc1ccc2[nH]c(=O)c(CN(Cc3ccc4c(c3)OCO4)Cc3nnnn3C3CCCC3)cc2c1	-3	0	-0.8	0	-6	10	-5	-2	-10
CCS(=O)(=O)NCCCCc1ccccc1	-2	-8	-0.8	-13	-1	8	5	1	-4
COC(=O)Nc1nnc(-c2ccco2)s1	0	20	-0.1	-12	-33	0	-13	7	-13
COc1cc(SC)ccc1C(=O)NCCOc1ccc(Cl)cc1	-1	1	4.7	-5	7	-1	2	-5	-3
Cn1c(-c2ccccc2O)cc2ccccc21	-4	5	-0.1	4	4	-9	-1	-2	-16
COc1cc(NC(=O)CSc2nc3c(c(=O)[nH]2)CCCC3)cc(OC)c1OC	-3	-1	0.2	-13	-5	-6	-2	0	5
CCOC(=O)c1c(NC(=O)CCCN2CCOCC2)sc2c1CC(C)(C)OC2	-6	0	-0.4	2	-11	-8[fluorescence artefact?]	-8	nt	-15
CNc1nc(SC)nc(N2CCOCC2)n1	-1	1	-0.3	-20	-3	-6	-6	1	-2
COc1ccc(/C(C)=N/NC(=O)c2ccccc2N)cc1	-1	10	2.6	-10	-8	-4	-5	-2	-8
CC(C)C(=O)N(c1ccc(F)cc1)C1C=CS(=O)(=O)C1 (stereo not given)	2	2	-0.2	-46	15	12	-8	0	-14
Cc1cc(C(=O)Nc2cccnc2)no1	-2	12	-0.1	-5	-12	6	6	1	6
CCOc1cc(C)c(C(C)C)cc1S(=O)(=O)n1ccc(C)n1	0	2	-0.2	-14	0	8	-5	-1	-3
Cc1ccc(Nc2ccc(N)cc2S(=O)(=O)O)cc1	-2	21	0.3	-10	10	7	-4	12	-11
O=C(O)CNC(=O)CCCn1nnc2ccccc2c1=O	2	12	0.9	-15	-5	1	-10	0	-6
O=C(Nc1ncnc2sc3c(c12)CCCCC3)c1ccco1	-4	0	0.1	-24	5	-4	-20	-2	-4
CCOc1ccc(CCNC(=O)C2CCCN(c3nn4c(=O)cc(C)nc4s3)C2)cc1 (stereo not given)	2	1	-0.5	-18	1	2	-4	-1	-1
CN1CCN(C(=O)NCC23CC4CC(CC(C4)C2)C3)CC1	-2	-33	0.4	-5	7	1	-6	4	2
COc1ccc(C(=O)NCc2ccc(C(=O)NCC(OC)OC)cc2)cc1OC	-1	16	4.6	7	3	-10	-23	-2	-6
CC(C)(C)C(=O)Nc1ccc(C(=O)NNC(=O)Cc2ccccc2)cc1	-4	2	0.3	-3	1	1	-8	-1	1
c1ccc(-n2nnnc2NCCCN2CCOCC2)cc1	-43	0	-0.3	-5	8	0[fluorescence artefact?]	-22	-4	6
O=C(O)COc1cccc2ccccc12	3	-2	-0.1	-8	-5	2	-9	4	-12
Cc1cc(C(=O)COC(=O)c2ccc(O)cc2)c(C)n1CC1CCCO1 (stereo not given)	-3	20	65	-42	-3	-5	2	0	-7
O=C(COc1ccccc1[N+](=O)[O-])Nc1ccc(NC(=O)c2cc3ccccc3o2)cc1	-6	24	4.9	-7	-21	90*	39	-2	32*
Cc1ccc(Cn2ccc(NC(=O)c3nc4ncccn4n3)n2)cc1	1	0	0.4	7	0	-7	-16	0	-17
CCOc1ncccc1C(=O)Nc1ccc2c(C)cc(=O)oc2c1	0	-5	1.7	-3	-15	-2	-7	-2	-25
Cc1cc(C(=O)Nn2c(C3CCCCC3)nc3ccccc3c2=O)ccc1[N+](=O)[O-]	2	3	1.0	-19	-3	14	-6	-1	-6

An excerpt of these results, comma-delimited:
molecule,Runt-SMMHC FRET,Hck Nef HTS,zVAD death inh,MDM2 E3 inh,Tb hexokinase,14-3-3 Bad PPI,EBV gp42 block,Runt-CBFb FRET,NCF1 inh
O=C(COc1ccccc1[N+](=O)[O-])Nc1ccc(NC(=O)c2cc3ccccc3o2)cc1,-6,24,4.9,-7,-21,90*,39,-2,32*
CC(C)C(=O)N(c1ccc(F)cc1)C1C=CS(=O)(=O)C1 (stereo not given),2,2,-0.2,-46,15,12,-8,0,-14
CCOc1ccc(CCNC(=O)C2CCCN(c3nn4c(=O)cc(C)nc4s3)C2)cc1 (stereo not given),2,1,-0.5,-18,1,2,-4,-1,-1

Further compounds follow.
SMILES	Runt-SMMHC FRET	Hck Nef HTS	zVAD death inh	MDM2 E3 inh	Tb hexokinase	14-3-3 Bad PPI	EBV gp42 block	Runt-CBFb FRET	NCF1 inh
COc1ccc(NC(=O)c2cc(S(=O)(=O)N(C)C)ccc2N2CCCC2)cc1Cl	-15	5	-0.1	5	-8	-18	-5	-2	-3
O=C1Nc2ccccc2N(O)N1c1ccc(Cl)c(Cl)c1	0	1	0.3	-15	0	1	-8	0	-5
O=C(O)COCC(=O)NCc1csc2ccc(Cl)cc12	2	5	0.0	-9	-3	4	-7	1	4
c1ccc(-c2nnc(CSc3nnc(-c4cccs4)o3)o2)cc1	nt	3	0.3	-15	4	-8	-2	nt	-45
O=C(NCc1cccnc1)c1ccc(CS(=O)(=O)Cc2ccc(Cl)cc2)o1	4	3	0.0	-13	7	1	9	0	-8
CCC(CO)NC1=C([N+](=O)[O-])C(=O)CC(C)(C)C1 (stereo not given)	2	1	1.4	-10	-43	15	-4	0	-10
CSc1ccc(S(=O)(=O)Nc2ccc(N3CCOCC3)c(Cl)c2)cc1	-2	-22	0.3	-15	-1	0	-10	1	-3

Screens from PubChem.
